Screening results as filed in PubChem.
Cneo AK release: Cryptococcus neoformans cell lysis inducers, primary screen, AK release luminescence, single concentration; C. neoformans lysis, adenylate kinase release luminescence, 4 h; normalised: neutral wells 0, clomiphene wells 100; lysis activity, % at 15 µM; actives 0.2% (n = 360,000); AID 651654, 2012;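 active = mean lysis activity across replicates of at least 80%, whatever share of replicates individually reach that level; inactive = mean lysis activity below 80%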
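Schedule: static 4 h at 37 °C with compound, 1 h detection; system: C. neoformans cells; benchmarks: Clomiphene as positive control; buffer or medium: fresh YPD medium; measure: luminescence rise reflecting yeast cell lysis; measured by: luminescent adenylate kinase detection reagent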
ERAP1 inh: human ERAP1 aminopeptidase inhibitors, primary screen, biochemical, single point, plate reader; inhibition, % at 10.7 µM; recombinant ERAP1, Leu-AMC fluorescence, 60 min; AID 652197, 2013; actives 0.15% (n = 340,000); Endoplasmic reticulum aminopeptidase 1 (Homo sapiens), Q9NZ08;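 active = mean replicate inhibition of at least 30%, or all replicates individually reaching that 30% level; inactive = mean below 30% and not every replicate reaching it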;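 also: 0% = neutral control wells and 100% = L-leucinethiol positive control wells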
PGC1a acetyl inh: inhibitors of PGC1a acetylation signal, primary screen, cell-based, U2OS, AlphaScreen, inhibitor mode; inhibition, % at 15.6 µM; AlphaScreen anti-acetyl-lysine; with virally co-expressed GCN5 acetyltransferase; actives 0.17% (n = 350,000);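 active = every replicate shows inhibition of at least 40%; inconclusive = mean inhibition at least 40% but some replicate below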;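 also: 0% = neutral control wells and 100% = positive control wells; some results beyond the cut were filed as inactive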
E-selectin induc: E-selectin induction in HUVECs, primary screen, imaging, HUVEC, immunofluorescence imaging, single point; P16581; actives 0.37% (n = 260,000); activation, % at 7.58 µM; normalized: neutral wells 0, TNF-alpha wells 100;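 active = mean E-selectin-positive cell signal at least 10% of the positive control, reached in at least 60% of replicates, without over 20% cell loss; inconclusive = no rule given, readout overlaps actives, possibly toxicity-flagged; inactive = the rest, including those meeting only one limit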;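 also: in these data hits start at about 27%; measured in HUVEC primary endothelial cells; signal is the percent of cells scored E-selectin positive by PE staining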
Target sequence (P16581 whole entry, looked up): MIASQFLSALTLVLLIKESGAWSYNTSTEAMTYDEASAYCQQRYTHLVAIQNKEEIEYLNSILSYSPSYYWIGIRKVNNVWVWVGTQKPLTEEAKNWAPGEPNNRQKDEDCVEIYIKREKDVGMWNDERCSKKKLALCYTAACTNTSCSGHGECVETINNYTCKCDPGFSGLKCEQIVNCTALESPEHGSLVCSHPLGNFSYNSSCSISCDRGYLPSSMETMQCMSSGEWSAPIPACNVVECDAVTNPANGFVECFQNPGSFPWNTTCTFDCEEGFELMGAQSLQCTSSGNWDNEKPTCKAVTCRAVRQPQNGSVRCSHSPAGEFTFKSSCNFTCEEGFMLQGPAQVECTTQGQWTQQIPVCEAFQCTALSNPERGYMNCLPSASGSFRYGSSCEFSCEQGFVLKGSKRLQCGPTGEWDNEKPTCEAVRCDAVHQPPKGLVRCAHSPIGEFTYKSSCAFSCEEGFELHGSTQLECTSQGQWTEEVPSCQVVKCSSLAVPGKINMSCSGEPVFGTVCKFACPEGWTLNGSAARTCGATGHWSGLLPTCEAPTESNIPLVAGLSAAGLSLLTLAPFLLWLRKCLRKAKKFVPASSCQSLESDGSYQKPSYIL
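Material: HUVEC primary endothelial cells; Amount: 3,000 cells per well; Dosing: single concentration; Medium: EGM-2 growth medium on 0.1% gelatin-coated wells; Read-out basis: percent E-selectin-positive cells; Signal: immunofluorescence imaging; Control set: TNF-alpha, DMSO.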
RAD54 branch: inhibitors of human RAD54 branch migration, primary screen, biochemical, fluorescence, single point; inhibition, % at 10.4 µM; actives 0.14% (n = 360,000); DNA repair and recombination protein RAD54-like (Homo sapiens), Q92698; AID 602329, 2012; RAD54 Holliday junction branch migration, FAM/BHQ fluorescence;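 active = mean normalized replicate activity at least 40 and at least half of replicates scoring 40 or more; inconclusive = only one of the two criteria met; inactive = mean below 40 and under half of replicates reaching 40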;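 also: 0% = median of neutral control wells and 100% = median of positive control wells; inhibitors cause a drop in the FAM fluorescence signal; in these data hits start at about 50%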
PglD DTNB: C. jejuni PglD acetyltransferase inhibitors, primary screen, biochemical, DTNB colorimetric, single point; UDP-N-acetylbacillosamine N-acetyltransferase PglD (Campylobacter jejuni); inhibition, % at 12.5 µM; AID 602405, 2012; purified PglD enzyme, DTNB colorimetric CoA detection; actives 0.098% (n = 360,000); in the data active = inhibition above about 16%, passing the limit was not always enough; inconclusive = no clear call, values can overlap the other calls; also: strong numbers were not always called active
RAD52 anneal inh: RAD52 DNA annealing inhibitors, primary screen, biochemical, FRET, single point, set 2. recombinant RAD52 DNA annealing, FRET fluorescence. DNA repair protein RAD52 homolog (Homo sapiens), P43351. AID 651710, 2012. actives 0.46% (n = 360,000). inhibition, % at 18.7 µM;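 active = every replicate showing at least 50% inhibition; inconclusive = mean inhibition at least 50% but not in every replicate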
Target sequence (P43351 whole entry, looked up): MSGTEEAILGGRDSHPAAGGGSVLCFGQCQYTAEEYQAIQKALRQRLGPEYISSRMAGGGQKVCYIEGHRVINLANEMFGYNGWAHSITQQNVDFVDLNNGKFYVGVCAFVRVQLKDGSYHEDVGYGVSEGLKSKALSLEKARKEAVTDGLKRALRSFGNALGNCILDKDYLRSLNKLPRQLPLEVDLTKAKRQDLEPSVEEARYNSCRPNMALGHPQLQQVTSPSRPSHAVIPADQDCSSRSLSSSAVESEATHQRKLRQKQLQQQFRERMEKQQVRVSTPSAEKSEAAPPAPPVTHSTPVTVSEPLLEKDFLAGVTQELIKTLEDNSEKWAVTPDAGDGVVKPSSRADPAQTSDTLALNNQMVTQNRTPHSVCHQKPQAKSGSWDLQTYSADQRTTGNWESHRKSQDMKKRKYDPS
miR-122 sensor: miR-122 Renilla sensor signal increase in Huh7, primary screen, miR-122 inhibitor project, cell-based, single point, plate reader; activation (reporter increase), % at 12.5 µM; actives 0.3% (n = 340,000); AID 602342, 2012; Huh7 miR-122 Renilla luciferase sensor, 48 h; neutral wells = 0, positive control = 100;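 active = mean replicate activation score at least 90 and every replicate individually at or above 90; inconclusive = only one of the two criteria met; inactive = neither criterion met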;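 also: higher luciferase means less miR-122 activity so hits act as miR-122 inhibitors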
* marks the source's active call; other numbers are inactive results; ? = inconclusive; · = no result given; [ ] = another dose, or the depositor's remark.

SMILES	Cneo AK release	ERAP1 inh	PGC1a acetyl inh	E-selectin induc	RAD54 branch	PglD DTNB	RAD52 anneal inh	miR-122 sensor
Cc1cc(C)c2c(N)c(C(=O)NNC(=O)c3ccccc3)sc2n1	-4	-2	10	·	11	2	-8	-1
O=C(Nc1ccccc1F)c1ccc2c(c1)CCN2S(=O)(=O)c1ccccc1	2	-1	-7	·	-6	-4	-14	15
Cc1cccc(N(C)C(=O)c2cc3c(=O)[nH]c4ccc(C)cc4c3s2)c1	1	-5	-1	0.0	-6	3	-7	17
COc1ccc(NC(=O)Nc2ccc3c(c2)C(=O)N([C@@H](C)CO)C[C@H](C)[C@@H](CN(C)C(=O)Nc2cccc4ccccc24)O3)cc1	0	-3	3	·	4	4	3	3[16.7 µM]
NS(=O)(=O)c1ccc(CCNC(=O)CN2CCCCC2)cc1	·	-3	-5	0.2	·	·	1	-5
COc1ccc(S(=O)(=O)N/N=C(/C)c2cccc(NC(=O)c3ccccc3Cl)c2)cc1	4	·	6	·	0	7	·	3
COC(=O)[C@@H](NC(=O)NC1CCN(Cc2ccccc2)CC1)C(C)C	0	·	10	·	4	-1	·	-1
COc1ccc2oc(C(=O)NCCN3CCOCC3)c(C)c2c1OC	-3	-1	·	-0.1	16	0	4	·
CCOC(=O)c1ccc(NC(=O)C2C3CCCCC32)cc1 (stereo not drawn)	-1	2	4	·	3	0	-11	5
O=C(Nc1cccnc1Cl)c1cc(-c2cccc(O)c2)on1	-1	0	9	1.6	-1	-3	-7	-5
CS(=O)(=O)c1cccc(NC(=O)C2CCCN2S(=O)(=O)c2ccc(F)cc2)c1 (stereo not drawn)	-2	2	·	·	1	-7	-10	·
CC(NC(=O)/C=C/c1ccc(Br)cc1)c1ccccc1 (stereo not drawn)	0	·	7	-0.3	7	4	·	1
COc1ccc(O)c(CN2CC3CCC(CC3)C2)c1	4	-2	-5	-1.0	2	-2	18	0
Nc1c(N(Cc2ccccc2)C(=O)COc2ccc(F)cc2)c(=O)[nH]c(=O)n1Cc1ccccc1	-2	0	-4	-0.1	-11	-3	-15	·
O=C1CCCC(O)=C1C=Nc1ccc2c(c1)oc1ccccc12	5	·	2	·	1	-9	·	7
O=C(O)c1ccc(/C=C2\SC(=S)N(Nc3ccccc3)C2=O)cc1	-4	13	12	0.0	4	1	-7	2
COc1ccc(-n2nc3c(c2NC(=O)CCCCl)CSC3)cc1	1	3	-3	0.1	-12	-2	-10	2
O=C(Oc1cc(-c2ccccc2)no1)c1ccc(Cl)cc1	1	·	6	·	-4	1	·	-1
CC(=O)c1c(N2CCN(Cc3ccc4c(c3)OCO4)CC2)nc(=S)n(-c2ccccc2)c1C	7	4	-16	·	9	0	-177	-5
NCCCNC(=O)c1cc2ccccc2[nH]1	-1	·	-20	·	-3	0	·	4
N#Cc1cc(N2CCOCC2)nc2ccccc12	-1	6	·	-0.1	0	2	-5	1
Cc1noc(C)c1NC(=O)Nc1ccc2c(c1)CC(=O)N([C@H](C)CO)C[C@@H](C)[C@@H](CN(C)C(=O)Nc1ccc3c(c1)OCO3)O2	-1	-3	3	0.1	9	0	-8	-5[16.7 µM]
CCCCCc1c2c(cc(O)c1C(=O)O)OC(=O)c1cc(C(=O)CCCC)c(OC)cc1O2	-5	19	1	·	12	-1	-3	-26
CCCN(CC(=O)Nc1ccc(F)c(F)c1F)C(=O)c1cc([N+](=O)[O-])ccc1N1CCOCC1	0	2	·	·	-3	-6	-8	-12
O=[N+]([O-])c1cc(-c2csc(NCCc3nc4cc(C(F)(F)F)ccc4n3CCCO)n2)ccc1Cl	3	1	·	-0.2	0	-4	-13	0
O=C(COC(=O)c1cc([N+](=O)[O-])ccc1N1CCOCC1)Nc1ncc(Cl)cc1Cl	-3	3	·	·	20	4	-13	·
COCCCNC(=O)CN(c1cc(Cl)cc(Cl)c1)S(C)(=O)=O	·	1	4	·	·	·	-10	-3
O=C(CCN1C(=O)c2ccccc2S1(=O)=O)Nc1nc2c(s1)CCCC2	-2	·	-8	·	-1	2	·	-3
O=C1N(Cc2cccnc2)C[C@@H]2C[C@@H](c3ccccc3C(F)(F)F)N3CCC[C@@]123	-1	-5	-8	0.7	-3	-3	-16	25
CC12CCC(/C(=C/NNc3ccc([N+](=O)[O-])cc3[N+](=O)[O-])C1=O)C2(C)C (stereo not drawn)	-1	4	9	-0.3	-12	-5	-1	-5
COc1ccc(NC(=O)CC2C(=O)N(c3cccc(OC)c3)C(=O)N2C2CCCCC2)cc1 (stereo not drawn)	-1	·	2	·	-9	0	·	10
C#CCOCCOCCOCCNc1nc(N2CCN(C(=O)[C@H](CCCCN)n3cc(CN)nn3)CC2)nc(N2CCN(C(=O)[C@H](CCCN=C(N)N)n3cc(C(N)[C@H](C)CC)nn3)CC2)n1 (stereo partly drawn)	0	-1	1	0.1	-17	-2	77*	-3
O=C(NCc1ccco1)c1cc([N+](=O)[O-])ccc1N1CCCCC1	-1	9	-3	-5.6	-10	-7	-8	11
O=[N+]([O-])c1cccc(N=NN(CCO)c2cccc([N+](=O)[O-])c2)c1	1	·	2	·	-4	3	·	9
Cc1ccc(C)c(CN2CCCNC2=O)c1	0	·	-9	·	10	2	·	-7
COc1ccc(NC(=O)Nc2ccc3c(c2)C(=O)N([C@@H](C)CO)C[C@H](C)[C@@H](CN(C)Cc2ccc(C(=O)O)cc2)OCCCC[C@@H](C)O3)cc1	1	-14	-1	-0.2	1	0	7	-1[16.7 µM]
COc1cnc(-c2ccccc2)nc1Oc1ccc(Cl)cc1C	·	-1	-9	0.0	·	·	-10	·
CCCNC(=O)N1CC2(C1)CN(C(=O)NC1CCCC1)[C@H](CO)c1[nH]c3cc(OC)ccc3c12	·	1	0	0.6	·	·	-6	·
Fc1ccc(C2=CC(c3cccs3)n3nnnc3N2)cc1 (stereo not drawn)	0	1	11	?	-11	1	-25	1
Cc1c(C(=O)NCc2ccc([N+](=O)[O-])cc2)sc(=O)n1Cc1ccc(-c2ccccc2)cc1	-1	·	·	·	9	2	-14	·
Cc1ccnn1CCC(=O)N1CCCC(N2CCN(c3cccc(Cl)c3)CC2)C1 (stereo not drawn)	3	-1	0	·	0	-4	-27	-3
COc1ccc2c3c([nH]c2c1)[C@@H](CO)N(C(=O)CN1CCOCC1)CC31CN(C(C)=O)C1	·	1	3	-0.3	·	·	0	·
COc1ccccc1NC(=O)N1CCC(NC(=O)C2CCCCC2)CC1	-1	-3	·	0.1	-51	-1	-9	4
COc1ccc(Cl)cc1N=Cc1c(O)cc(C)oc1=O	1	·	-1	·	8	5	·	-1
CCCC(=O)Nc1ccccc1NC(=O)CN(C)S(=O)(=O)c1ccccc1	3	·	-1	·	-10	-11	·	-2
COC(=O)[C@H](Cc1ccccc1)NC(=O)[C@@H](N)CC(=O)OCc1ccccc1	0	-3	-3	0.0	-12	5	-6	-4
Clc1ccc(Cn2cc(Br)cn2)cc1Cl	3	-1	-7	·	-1	1	-13	·
COc1cccc(CNC(=O)C(=O)NCC2CCCN2S(=O)(=O)c2cc(C)ccc2C)c1 (stereo not drawn)	4	0	-7	0.2	-9	4	-22	-2
CCCSc1nc(-n2ncc(C#N)c2N)c2c3c(sc2n1)CCC(C)C3 (stereo not drawn)	0	4	8	·	1	-3	-1	5
C[C@H]1CCCCO[C@@H](CN(C)C(=O)C2CCCCC2)[C@@H](C)CN([C@@H](C)CO)C(=O)c2cc(NS(C)(=O)=O)ccc2O1	2	1	17	-0.1	-1	6	5	-3[16.7 µM]
O=C(OCc1ccccc1)N1CCC2CC1c1cc(/C=C/CCCSc3ncccn3)ccc12 (stereo not drawn)	0	2	2	0.8	-6	-1	-1	5
COc1ccc2c3c(n(C)c2c1)[C@@H](CO)N(C(=O)c1ccccn1)CC31CN(C(=O)Cc2ccccc2)C1	·	1	2	0.0	·	·	-7	·
C[C@H](CO)N1C[C@H](C)[C@H](CN(C)Cc2ccccc2)OCCCC[C@H](C)Oc2ccc(N(C)C)cc2C1=O	0	-2	-38	0.0	1	-3	-12	-6[16.7 µM]
CN1CCN(C(=O)CSc2nc(-c3cccs3)cc(-c3cccs3)c2C#N)CC1	0	·	-61	·	7	·	·	-7
O=C1CCCN1c1ccc(S(=O)(=O)Nc2cccnc2)cc1	2	-3	-10	0.8	-17	-9	-18	-3
Cc1c(Cl)cccc1NC(=S)NC1CCCC1	1	-6	-1	·	-19	-2	-10	7
CCN(CC(=O)NCc1ccc(F)cc1)C(=O)c1ccc(C(=O)c2ccccc2)cc1	-1	-1	·	·	-4	-5	-11	·
Cc1cccc(-n2c(SCC(=O)Nc3nnc(C)s3)nnc2-c2ccoc2C)c1	1	·	8	·	-3	5	·	-1
CCOC(=O)c1c(NC(=O)CSc2nnc(-c3ccccc3)n2CC)sc(C(C)=O)c1C	3	0	35	·	3	2	-15	-2
COc1ccc(C(=O)NCc2nnc(SCC(=O)N3CCc4ccccc43)n2Cc2ccccc2)cc1	1	-2	17	-0.1	3	2	-14	-8

Entries of single compounds, quoted from the list. Order of screens: Cneo AK release	ERAP1 inh	PGC1a acetyl inh	E-selectin induc	RAD54 branch	PglD DTNB	RAD52 anneal inh	miR-122 sensor
Shown for `CCOC(=O)c1c(NC(=O)CSc2nnc(-c3ccccc3)n2CC)sc(C(C)=O)c1C` → 3	0	35	·	3	2	-15	-2
Shown for `CN1CCN(C(=O)CSc2nc(-c3cccs3)cc(-c3cccs3)c2C#N)CC1` → 0	·	-61	·	7	·	·	-7

The list continues:
SMILES	Cneo AK release	ERAP1 inh	PGC1a acetyl inh	E-selectin induc	RAD54 branch	PglD DTNB	RAD52 anneal inh	miR-122 sensor
CN1CCCC1CCNc1ccc2c(=O)c3ccccc3oc2c1 (stereo not drawn)	-2	180*	·	0.2	92*	0	44	·
NS(=O)(=O)c1ccc(NC(=O)c2ccc(S(=O)(=O)N3CCCCCC3)cc2)cc1	-1	1	4	-0.1	-11	-4	-7	-8
CCCCC[C@H](O)/C=C/C1C(=O)C=C[C@H]1C/C=C\CCCC(=O)OC (stereo partly drawn)	0	0	5	0.4	-15	3	1	-6
COc1ccc(C(C(=O)NCC2CCCO2)N(C(=O)CNC(=O)c2cccs2)c2ccccc2)cc1OC (stereo not drawn)	1	4	·	·	2	4	-17	-11
COCCOC(=O)c1c(C)oc2ccc(OC(=O)c3ccc4c(c3)OCO4)cc12	0	·	-3	·	3	10	·	5
COc1ccccc1NC(=O)Nc1nc(CC(=O)Nc2cccc(F)c2)cs1	0	0	·	·	-3	2	-13	34
